Screens as filed in PubChem BioAssay.
RGS7-Gao reg – modulates binding of RGS7 to human Galphao; Multiplexed bead flow cytometry; actives lie on both sides; P09471; binding response (% of control), % at 10 µM; 0.35% of 220,000 active; in the data active = binding response below about 49% or above about 150%; inconclusive = no clear call, values can overlap the other calls; inactive = in between;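 also: fluorescent Galphao held in activated GDP-AlF4 state binding bead-coupled RGS7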
Bim-Bfl-1 – disrupts Bim binding to human Bfl-1. Q16548. Bead-based flow cytometry, Bim-Bfl-1 binding inhibition. inhibition, % at 10 µM. 0.12% of 190,000 active. AID 1008;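 also: 0% = wells without compound plus tracer and 100% = blocker peptide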
Bim-Bcl-W – human Bim-Bcl-W interaction inhibition. bead-based flow cytometry, Bim peptide-Bcl-W binding. Q92843. 0.02% of 190,000 active. inhibition, % at 10 µM;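 also: 0% = bound tracer without compound and 100% = peptide blocker; higher means less fluorescent Bim peptide bound to Bcl-W beads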
ABCG2 inh – inhibitors of human ABCG2 transporter, ABCB1 counter-screen. Q9UNQ0. IgMXP3 cells, JC-1 efflux, flow cytometry. inhibition, % at 6.6 µM. 0.1% of 190,000 active. AID 1325;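 active = inhibition above 80%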;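 also: 0% = DMSO and 100% = nicardipine control wells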
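Measure – % inhibition of efflux relative to nicardipine and DMSO · Test system – ABCG2 IgMXP3 and barcoded ABCB1 CCRF-Adr cell mix · Control set – nicardipine as high control, DMSO as low control · Compound – one concentration, 6.6 µM final · Signal – flow cytometry of retained JC-1 fluorescence · Timing – 10 min exposure at 25 °C with rotation, no wash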
Avidin fluor – avidin bead compound fluorescence profile; 0.38% of 220,000 active; Avidin beads, compound fluorescence 488/530 nm, flow cytometry; hits give high values; fluorescence (KMESF) at 10 µM; in the data active = fluorescence above about 47; also: inactives centre near 10
Bcl-2 Bim block – human Bim-Bcl-2 interaction inhibition. inhibition, % at 10 µM. P10415. Bead-based flow cytometry, Bim peptide-Bcl-2 binding. 0.06% of 190,000 active; in the data active = inhibition above about 40%; inconclusive = no clear call, values can overlap the other calls;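 also: 0% = no compound wells with probe peptide and 100% = reference peptide inhibitor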
Bim-Bcl-B – disrupts Bim peptide binding to human Bcl-B | AID 951 | Q9HD36 | bead-based flow cytometry | 0.073% of 190,000 active | inhibition, % at 10 µM;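 also: 0% = tracer peptide without compound and 100% = reference inhibitor peptide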
ABCB1 block – human ABCB1 inhibition, ABCG2 as counter-screen | P08183 | inhibition, % at 6.6 µM | CCRF-Adr cells, JC-1 efflux, flow cytometry | 0.067% of 190,000 active; in the data active = inhibition above about 40%;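 also: 0% = vehicle and 100% = reference inhibitor; higher value means more JC-1 retained so stronger ABCB1 efflux block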
RGS4-Gao reg – modulates binding of RGS4 to human Galphao; P09471; Multiplexed bead flow cytometry; actives lie on both sides; binding response (% of control), % at 10 µM; 0.33% of 220,000 active; in the data active = binding response below about 49% or above about 150%; inactive = in between;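 also: fluorescent Galphao activated with aluminum fluoride binding bead-coupled RGS4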
Bim-Bcl-XL – inhibitors of Bim-Bcl-XL interaction, human | Q07817 | Bim peptide-Bcl-XL binding, bead flow cytometry, fluorescence | inhibition, % at 10 µM | 0.04% of 190,000 active
GSH fluor – GSH bead compound fluorescence profile. GSH beads flow cytometry, compound fluorescence 488/530 nm; hits give high values. fluorescence (KMESF) at 10 µM. 0.25% of 190,000 active; in the data active = fluorescence above about 89;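 also: glutathione beads carrying GST-tagged Bcl family fusion proteins plus one bare bead set; values are compound well signal with DMSO vehicle wells as background; inactives centre near 16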
* hit, by the source's call; ? = inconclusive; . = no result given. Rule as the data show it, unless noted: active = inhibition above about 40%.

compound	RGS7-Gao reg	Bim-Bfl-1	Bim-Bcl-W	ABCG2 inh	Avidin fluor	Bcl-2 Bim block	Bim-Bcl-B	ABCB1 block	RGS4-Gao reg	Bim-Bcl-XL	GSH fluor
O=C(Nc1cccn(Cc2c(Cl)cccc2Cl)c1=O)c1ccc(Cl)cc1Cl	98	-15	-1	28	11	-8	-10	3.0	94	-4	31
OC(CN1CCOCC1)c1ccc(F)cc1 (stereo unspecified)	?	-6	0	6	13	-3	-4	1.9	102	1	11
O=C(NCc1ccco1)c1cc(-c2cccnc2)nc2ccc(Cl)cc12	96	1	-2	2	7	-2	-9	0.8	102	-6	18
COc1ccc(C(C(=O)NC2CCCC2)N(C(=O)c2ccoc2C)c2cc(C)cc(C)c2)cc1 (stereo unspecified)	102	-1	-1	-1	11	-1	-3	-0.2	99	0	22
CSc1ccc(S(=O)(=O)NCCSC(C)(C)C)cc1	102	-15	0	0	7	-3	-5	0.1	106	-1	15
CCCc1nnc(SCC(=O)N2CCCCC2)n1CCCOC	101	0	-1	1	37	-1	0	0.5	100	0	13
Cc1ccc(C(=O)Nc2ncc(C)s2)o1	99	-18	-2	23	13	-12	-10	-0.7	101	-6	33
Cc1ccc(NC(=S)N2CCN(S(=O)(=O)c3c(F)cccc3F)CC2)cc1C	97	-2	0	-3	11	-3	-3	-0.5	101	0	12
Cc1oc(-c2ccccc2F)nc1CS(=O)CC(=O)NCc1ccc2c(c1)OCO2 (stereo unspecified)	102	-8	-2	0	7	-5	-8	-0.1	105	-6	23
CC1(C(=O)O)C=CC2(CCCCC2)N1C(=O)c1ccccc1 (stereo unspecified)	93	0	1	-1	10	2	-1	0.8	94	-6	17
CCOC(=O)c1c(C)nc2sc3c(=O)n(-c4ccc(C)cc4)cnc3c2c1-c1ccc(OC)cc1	95	-1	0	7	21	0	0	5.6	95	-2	9
CC(=O)c1c(C)[nH]c(C(=O)CN2C(=O)NC(C)(c3ccc(C)cc3)C2=O)c1C (stereo unspecified)	99	-8	-5	1	9	-4	-4	0.0	101	-5	15
CCOC(=O)c1ccc2[nH]c(C)c(C)c2c1	103	-6	-4	3	8	-2	-7	0.5	106	-10	21
CN(C(=O)CCc1nc2ccccc2s1)c1ccccc1	103	-4	-3	0	17	-4	-3	0.1	102	-3	15
Cc1ccccc1OCCN1C(=O)NC2(CCCc3ccccc32)C1=O (stereo unspecified)	98	-1	0	1	35	-3	0	0.6	104	-5	19

The list continues:
compound	RGS7-Gao reg	Bim-Bfl-1	Bim-Bcl-W	ABCG2 inh	Avidin fluor	Bcl-2 Bim block	Bim-Bcl-B	ABCB1 block	RGS4-Gao reg	Bim-Bcl-XL	GSH fluor
CCCCNC(=O)CCC(=O)NNc1nc2ccccc2c2nc(C)nn12	91	-1	0	1	2	-4	-5	0.4	91	-2	9
COC(=O)c1cc(C#N)c(Oc2ccc(OC)cc2)nc1C	98	0	-1	2	15	1	-4	0.1	103	-2	19
C=CCSC1=C(C#N)C(c2ccccc2OCC)CC(=O)N1 (stereo unspecified)	100	-3	-4	5	11	-1	-1	1.7	102	-3	25
COc1ccc(C2=NOC(C(=O)NCc3ccc(F)cc3)C2)cc1OC (stereo unspecified)	102	-5	0	9	24	-1	-4	0.8	105	-2	24
COc1ccc(SCC(=O)c2cc(C)c(OC(=S)N(C)C)c(C)c2)cc1	104	-8	2	1	5	-2	-5	0.1	101	0	27
COc1cccc(Nc2nc(-c3sc(N)nc3C)cs2)c1	98	-12	10	10	12	-8	-3	-0.2	99	5	40
COc1ccccc1NS(=O)(=O)c1ccc(Br)s1	100	-13	-4	-2	10	-5	-6	0.1	99	-5	22
O=[N+]([O-])c1cc(Cl)ccc1NCCNc1ncc(C(F)(F)F)cc1Cl	98	-3	-3	3	13	-2	-4	-0.1	98	-1	18
O=C(COC(=O)C1CC(=O)N(Cc2ccccc2)C1)c1ccc(Br)cc1 (stereo unspecified)	95	-2	-5	2	5	-6	-6	0.2	97	-6	13
CC(=O)Nc1ccc(NC(=O)C2CCCN2C(=O)Nc2ccccc2[N+](=O)[O-])cc1 (stereo unspecified)	95	-8	0	1	4	-1	-11	0.3	89	-4	18
CC(CN1CCOCC1)OC(=O)c1ccccc1Br (stereo unspecified)	101	-14	-2	20	13	-5	-7	0.4	101	-2	36
COc1ccc(C(=O)NCCN2C(=O)S/C(=C\c3cccnc3)C2=O)c(OC)c1OC	101	-2	-4	7	11	-1	-5	-1.5	100	-6	21
COc1ccc(-n2c(SCC(=O)Nc3nccs3)nnc2-c2ccoc2C)cc1	96	-14	-1	7	28	-8	-6	1.0	98	-4	26
O=C(Nc1ccncc1)C1c2ccccc2Oc2ccccc21	96	-11	0	2	11	-7	-10	0.4	97	2	26
COCCn1c(SCC(=O)Nc2cccc(C)n2)nnc1-c1ccco1	101	-3	-1	1	11	-1	0	0.4	99	0	22

Four entries drawn at random from those above:
compound	RGS7-Gao reg	Bim-Bfl-1	Bim-Bcl-W	ABCG2 inh	Avidin fluor	Bcl-2 Bim block	Bim-Bcl-B	ABCB1 block	RGS4-Gao reg	Bim-Bcl-XL	GSH fluor
C=CCSC1=C(C#N)C(c2ccccc2OCC)CC(=O)N1 (stereo unspecified)	100	-3	-4	5	11	-1	-1	1.7	102	-3	25
CCOC(=O)c1ccc2[nH]c(C)c(C)c2c1	103	-6	-4	3	8	-2	-7	0.5	106	-10	21
OC(CN1CCOCC1)c1ccc(F)cc1 (stereo unspecified)	?	-6	0	6	13	-3	-4	1.9	102	1	11
CSc1ccc(S(=O)(=O)NCCSC(C)(C)C)cc1	102	-15	0	0	7	-3	-5	0.1	106	-1	15

The list continues:
compound	RGS7-Gao reg	Bim-Bfl-1	Bim-Bcl-W	ABCG2 inh	Avidin fluor	Bcl-2 Bim block	Bim-Bcl-B	ABCB1 block	RGS4-Gao reg	Bim-Bcl-XL	GSH fluor
CC(=O)c1ccc(OC(C)C)c(CC(C(N)=O)C(N)=O)c1	99	-1	-4	2	14	0	-6	0.7	100	-8	20
CC(C)Nc1nc(Cl)nc(NN(C)c2nc(N(C)C)nc(N(C)C)n2)n1	99	-11	0	0	13	-5	-4	1.3	102	0	12
CCc1cc(C(=O)OC)c(NC(=O)CCCC(=O)O)s1	102	-12	3	0	7	-6	-9	0.1	102	6	57
CCCOc1c(Br)cc(C(N)=O)cc1OCC	?	-5	0	7	9	-3	-5	-0.1	99	-1	17
CC(C)CNc1nc(SCC(=O)Nc2ccccc2)nc(N2CCOCC2)n1	99	0	7	10	11	2	2	1.6	98	3	19
COC(=O)c1sc2nc(-c3ccco3)ccc2c1N	98	26	7	-1	17	6	-2	-0.3	99	-2	13
Cc1ccsc1/C=N/n1c(-c2ccncc2)n[nH]c1=S	98	9	-1	-8	3	0	-46	.	100	0	10
Cc1ccc(-n2c(N)c(C(=O)NCc3ccco3)sc2=S)cc1	114	2	0	4	16	0	-3	0.7	109	-1	9
COc1ccc(NC(=O)Cc2cccs2)c(OC)c1	89	-2	-5	32	13	0	-7	-0.1	90	-9	19
O=S(=O)(c1ccc(Br)cc1)N1CCN(c2cc(-c3ccccc3)nc3ncnn23)CC1	101	-16	-4	52	34	-1	-8	60*	102	-10	17
CS(=O)(=O)N(CC(=O)Nc1ccc2c(c1)OCCO2)Cc1ccc(Cl)cc1	93	0	-2	2	4	0	-1	0.6	90	0	7
O=c1[nH]c(CSc2ncc(-c3ccc(F)cc3)n2Cc2ccco2)nc2ccccc12	104	0	0	2	13	-2	-1	0.7	100	-2	7
CC1CCC(NC(=O)c2cnccn2)CC1 (stereo unspecified)	98	-2	-6	0	34	-3	-1	0.1	96	-5	11
CCOC(=O)/C(=N/Nc1ccc(Cl)cc1)S(=O)(=O)c1ccccc1	103	-14	1	2	5	-9	-9	0.6	98	0	61
NC(=O)CNC(=O)[C@@H]1CC2(CC(c3cccc(Br)c3)=NO2)CN1C(=O)c1ccc(Br)cc1 (stereo partly specified)	103	1	2	1	7	1	2	0.1	107	2	20

New compounds follow.
compound	RGS7-Gao reg	Bim-Bfl-1	Bim-Bcl-W	ABCG2 inh	Avidin fluor	Bcl-2 Bim block	Bim-Bcl-B	ABCB1 block	RGS4-Gao reg	Bim-Bcl-XL	GSH fluor
CCOC(=O)/C=C/C(=O)OCC(=O)NC(c1ccccc1)c1ccccc1	100	-1	-1	0	2	4	-3	1.6	102	0	7
COc1ccc(-c2[nH]c(-c3ccc(C)cc3)nc2SCC(=O)NCc2ccco2)cc1OC	104	-7	1	1	6	-5	-7	0.1	103	-4	20
O=C(/C=C/c1ccccc1Cl)Nc1ccc(Cl)cn1	95	-7	-1	6	11	-2	0	-0.3	93	-4	17
O=C(Nc1ncc(C(F)(F)F)cc1Cl)c1ccc(S(=O)(=O)N2CCOCC2)cc1	?	-9	0	0	12	-6	-3	0.1	100	0	14
Cc1c(NC(=O)Nc2ccccc2)cccc1[N+](=O)[O-]	99	-1	-3	11	12	0	-1	0.5	102	-3	15
Cc1ccc(NC(=O)CCc2nnc(SCC(=O)Nc3ccccc3C)n2C)cc1Cl	101	-1	0	2	5	0	-3	0.6	104	2	24
Cc1cc(C(F)F)n2nc(C(=O)Nc3cccc(C(F)(F)F)c3)nc2n1	96	-7	-1	0	15	-10	-7	-0.1	100	-7	22
CSc1nn(CCc2ccncc2)c(=S)s1	92	0	-2	0	7	-4	-7	-0.4	95	-5	17
CN(C)S(=O)(=O)c1ccc(NC(=S)NC(=O)c2cccs2)cc1	96	-7	-3	20	10	-3	-8	0.7	104	-7	13
COCCN(C(=O)CSc1nc2ccccc2c(=O)n1CC(C)C)c1c(N)n(Cc2ccccc2)c(=O)[nH]c1=O	102	-3	-3	3	4	0	-8	0.3	100	-1	22
